Screening data deposited in PubChem by Broad Institute.
Casp6 inh: inhibitors of human caspase-6 | purified caspase-6, Z-VEID-R110 cleavage fluorescence | inhibition, % at 12.5 µM | actives 0.53% (n = 350,000);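 active = mean inhibition across replicates at least about 35%, with every replicate also reaching that limit, limit read from the data; inconclusive = only one of the two criteria met; inactive = neither criterion met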;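 note: 0% = median of neutral control wells and 100% = no fluorescence left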
Target sequence (P55212 24-179 limits assumed): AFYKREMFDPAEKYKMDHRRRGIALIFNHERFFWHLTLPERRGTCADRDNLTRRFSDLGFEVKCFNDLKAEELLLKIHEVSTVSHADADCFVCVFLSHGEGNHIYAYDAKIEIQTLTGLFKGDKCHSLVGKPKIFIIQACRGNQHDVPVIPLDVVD
Target sequence (P55212 194-293 limits assumed): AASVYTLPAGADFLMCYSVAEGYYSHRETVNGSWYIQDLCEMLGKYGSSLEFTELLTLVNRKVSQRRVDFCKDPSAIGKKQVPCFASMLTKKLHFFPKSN
ERAP1 inh: blocks human ERAP1 aminopeptidase activity | recombinant ERAP1, Leu-AMC fluorescence, 60 min | inhibition, % at 10.7 µM | actives 0.15% (n = 340,000) | AID 652197;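 active = mean replicate inhibition of at least 30%, or all replicates individually reaching that 30% level; inactive = mean below 30% and not every replicate reaching it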;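 note: 0% = neutral control wells and 100% = L-leucinethiol positive control wells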
SIRT5 block: blocks human SIRT5 desuccinylation of peptide | inhibition, % at 15 µM | Purified SirT5, succinyl-peptide AMC, trypsin-coupled fluorescence | actives 1.1% (n = 330,000); in the data active = inhibition above about 15%; inconclusive = no clear call, values can overlap the other calls
Target sequence (Q9NXA8 whole entry, looked up): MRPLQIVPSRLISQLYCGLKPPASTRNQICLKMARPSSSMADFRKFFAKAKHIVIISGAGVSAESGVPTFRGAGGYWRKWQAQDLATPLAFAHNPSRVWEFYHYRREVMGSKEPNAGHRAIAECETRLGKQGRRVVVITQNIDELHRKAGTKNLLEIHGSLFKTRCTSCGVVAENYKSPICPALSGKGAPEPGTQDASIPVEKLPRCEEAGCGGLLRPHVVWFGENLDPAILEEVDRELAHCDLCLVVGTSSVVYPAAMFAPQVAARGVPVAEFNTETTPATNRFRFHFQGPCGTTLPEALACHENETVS
F508del corr: correctors of CFTR F508del function in bronchial epithelial cells | activity (quench increase), % at 7.58 µM | actives 0.36% (n = 350,000) | AID 720511 | CFBE cells, YFP halide quenching; stimulated with forskolin plus potentiator P3; % fluorescence drop versus neutral controls;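 active = mean added fluorescence quench of at least 8% versus neutral control, with both replicates also reaching 8%; inconclusive = only one of the mean or replicate conditions met; inactive = mean below 8% and not both replicates reaching 8%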;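 note: cells transiently co-express mutant CFTR-F508del with the halide-sensitive YFP; corrector assay measuring rescue of mutant channel to the surface after 24 h compound exposure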
ERp5 inh: inhibitors of human ERp5; Q15084; ERp5 insulin aggregation, absorbance 650 nm, 90 min; inhibition, % at 9.99 µM; actives 0.05% (n = 350,000); AID 651711;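 active = mean replicate inhibition above about 25%, with every replicate also reaching it, limit read from the data, passing the limit was not always enough; inconclusive = only one of those two criteria met; inactive = neither criterion met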
Target sequence (Q15084 whole entry, looked up): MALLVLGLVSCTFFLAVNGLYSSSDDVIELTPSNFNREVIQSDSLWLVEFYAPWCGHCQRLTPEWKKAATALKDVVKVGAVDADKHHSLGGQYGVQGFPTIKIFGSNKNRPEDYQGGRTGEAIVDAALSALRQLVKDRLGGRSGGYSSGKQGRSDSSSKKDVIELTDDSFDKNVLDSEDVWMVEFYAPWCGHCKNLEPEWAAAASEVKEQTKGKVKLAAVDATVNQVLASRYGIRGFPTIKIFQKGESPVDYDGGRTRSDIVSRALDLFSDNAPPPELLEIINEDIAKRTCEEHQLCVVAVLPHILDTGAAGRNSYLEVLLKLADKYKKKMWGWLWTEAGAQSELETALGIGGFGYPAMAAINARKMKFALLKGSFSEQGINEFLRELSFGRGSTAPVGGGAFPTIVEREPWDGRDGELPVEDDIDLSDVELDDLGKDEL
miR122 inh: inhibitors of miR-122 in Huh7 cells | Huh7 miR-122 Renilla luciferase sensor, 48 h; neutral wells = 0, positive control = 100 | AID 602342 | activation (reporter increase), % at 12.5 µM | actives 0.3% (n = 340,000);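 active = mean replicate activation score at least 90 and every replicate individually at or above 90; inconclusive = only one of the two criteria met; inactive = neither criterion met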;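 note: higher luciferase means less miR-122 activity so hits act as miR-122 inhibitors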
DENV2 CPE: protects cells from dengue virus 2 cytopathic effect; actives 1.7% (n = 350,000); CPE inhibition, % at 9.99 µM; AID 651640; DENV2-infected cells, cytopathic effect rescue, plate reader; in the data active = CPE inhibition above about 20%, passing the limit was not always enough; inconclusive = no clear call, values can overlap the other calls; tested in BHK-21 cells;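 note: 0% = median of neutral control wells and 100% = median of positive control wells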
The depositor's hits bear a star; ? = inconclusive; . = not tested or not shown; & = joins results of further samples; [ ] = dose if it differs, or a comment. This is a random part of the collection; about 4% have a hit in one of these screens.

The line under a structure holds: Casp6 inh	ERAP1 inh	SIRT5 block	F508del corr	ERp5 inh	miR122 inh	DENV2 CPE
> Cc1cccc(/C=N/NC(=O)c2cc(C)nc3ccccc23)n1
→ 5	3	14	4.6	4	3	10
> O=C(Nc1cnn(C23CC4CC(CC(C4)C2)C3)c1)c1cnn2c(C(F)(F)F)cc(-c3ccco3)nc12
→ 1	-5	1	0.7	-2	.	-4
> Cc1cc(NS(=O)(=O)c2ccc(NC(=S)NC(=O)c3ccc(C(C)(C)C)cc3)cc2)no1
→ 8	2	3	.	-2	.	-6
> CCn1c(SCC(=O)Nc2ccc3[nH]c(=O)[nH]c3c2)nc2ccccc21
→ 2	0	-4	-3.5	2	-1	-2
> CCC(=O)Nc1ccc2c(c1)OC[C@H](C)N(C(=O)c1ccncc1)C[C@@H](C)[C@H](OC)CN(C)C2=O
→ -5	-1	0	.	5	1[16.7 µM]	.
> O=C(Nc1cc(S(=O)(=O)N2CCCCC2)ccc1Cl)c1ccccc1NS(=O)(=O)c1ccc(F)cc1
→ 0	6	1	.	5	.	-5
> COC(=O)Nc1nc2ccc(Sc3ccccc3)cc2[nH]1
→ -7	-2	-3	2.9	2	28	-9
> Cc1ccc(S(=O)(=O)NCCC(=O)NCc2ccc(Cl)cc2)cc1C
→ -1	-7	-1	-1.3	3	5	-8
> FC(F)(F)c1cccc(-c2nn[nH]n2)c1
→ 1	.	-3	-0.8	-5	.	20
> CC(=O)n1cc([C@H]2C=C(C(=O)N3CCN(Cc4ccc5c(c4)OCO5)CC3)O[C@@H](OCCCCO)C2)c2ccccc21
→ -2&0	-6&-1	-2&2	7.5&3.7	-6&3	-10	-4&-5
> COC(=O)C[C@H]1CC[C@@H]2[C@@H](COc3ccc(NC(=O)c4cccc(OC)c4)cc3C(=O)N2C)O1
→ 1	3	-2	1.1	11	1[16.7 µM]	-1
> CN(Cc1ccccc1)C(=O)CN1C(=O)NC(C)(c2ccc(Cl)cc2)C1=O (configuration not stated)
→ 2	-2	0	-0.2	1	-1	-4
> Cc1ccc(CNC(=O)C23CN(Cc4ccccc4)CC2C(c2ccc([N+](=O)[O-])cc2)=NO3)cc1 (configuration not stated)
→ -2	-3	1	3.7	3	30	.
> C[C@@H]1CN([C@@H](C)CO)S(=O)(=O)c2ccc(C3=CCCCC3)cc2O[C@H]1CN(C)C(=O)C1CCCCC1
→ 1	0	10	-4.3	6	0[16.7 µM]	1
> C[C@@H]1CN([C@H](C)CO)C(=O)c2cc(NS(=O)(=O)c3ccccc3)ccc2O[C@H]1CN(C)C(=O)Nc1cccc2ccccc12
→ -6	1	-1	0.4	-2	-7[16.7 µM]	0
> C[C@H](CO)N1C[C@H](C)[C@H](CN(C)C(=O)Cc2ccccc2)Oc2ncc(C#CC3(O)CCCC3)cc2C1=O
→ -1	0	5	-0.7	-8	-2[16.7 µM]	?
> COc1ccc(-c2nc(CS(=O)(=O)CC(=O)NCc3cccc(Br)c3)c(C)o2)cc1
→ 2	4	8	-3.3	13	56	-5
> Cc1sc2ncn(CC(=O)NCc3ccco3)c(=O)c2c1-c1ccc(F)cc1
→ 7	0	2	0.7	6	.	-2
> Cc1ccc2cccc(SCC(=O)NCC#N)c2n1
→ 0	-1	-3	-2.6	-10	.	8
> C[C@@H]1CN([C@@H](C)CO)S(=O)(=O)c2ccc(-c3cncnc3)cc2O[C@H]1CN(C)C(=O)Cc1ccccc1
→ 3	-3	-6	1.9	4	0[16.7 µM]	9
> C[C@@H]1CCCCO[C@H](CN(C)C(=O)Nc2ccc(C(F)(F)F)cc2)[C@@H](C)CN([C@H](C)CO)C(=O)c2cc(NC(=O)Nc3cccc4ccccc34)ccc2O1
→ -1	2	-5	-1.1	-3	4[16.7 µM]	?
> COc1ccccc1N1CC(C(=O)Nc2nnc(SCc3cccnc3)s2)CC1=O (configuration not stated)
→ -10	-2	-3	-0.7	-1	0	-6
> CC(=O)N1[C@@H]2c3ccc(-c4ccc(F)cc4)c(=O)n3C[C@@H]2[C@@H](CO)[C@@H]1C(=O)NC1CCC1
→ -1	2	-3	.	-3	.	11
> CC(C)(C(=O)N1CCC1(C)C(=O)NS(=O)(=O)c1ccc(C#N)cc1)c1ccccc1 (configuration not stated)
→ 4	15	-5	-3.0	2	5	-11
> O=C(Cc1ccc(Cl)cc1)Nc1ccc2oc(=O)ccc2c1
→ -2	.	2	0.7	0	6	-1
> CCOCCCNS(=O)(=O)c1ccc(NC(=O)Cc2c(F)cccc2Cl)cc1
→ -1	0	-3	-2.8	4	.	-2
> O=C(COC(=O)c1cccc(O)c1)NC(=O)Cc1ccccc1
→ -2	-4	-3	-0.8	-3	-5	12
> CC(=O)OC[C@@H]1CN(Cc2cccc(C(F)(F)F)c2)C[C@H](n2cnc3c(NCc4ccco4)ncnc32)O1
→ 6	-2	.	0.5	4	-6	-3
> COc1cc(/C=C/C(=O)Nc2ccc(S(=O)(=O)Nc3onc(C)c3C)cc2)cc(OC)c1OC
→ 2	-5	5	-0.2	2	0	-3
> CCCCN(C)CCNC(=O)c1cn(C)c(=O)c2c1c1ccccc1n2C
→ -3	1	-6	3.0	0	-5	-3

Five compounds out of the list, ordered by heavy-atom count, falling:
The line under a structure holds: Casp6 inh	ERAP1 inh	SIRT5 block	F508del corr	ERp5 inh	miR122 inh	DENV2 CPE
> C[C@H](CO)N1C[C@H](C)[C@H](CN(C)C(=O)Cc2ccccc2)Oc2ncc(C#CC3(O)CCCC3)cc2C1=O
→ -1	0	5	-0.7	-8	-2[16.7 µM]	?
> C[C@@H]1CN([C@@H](C)CO)S(=O)(=O)c2ccc(-c3cncnc3)cc2O[C@H]1CN(C)C(=O)Cc1ccccc1
→ 3	-3	-6	1.9	4	0[16.7 µM]	9
> CCC(=O)Nc1ccc2c(c1)OC[C@H](C)N(C(=O)c1ccncc1)C[C@@H](C)[C@H](OC)CN(C)C2=O
→ -5	-1	0	.	5	1[16.7 µM]	.
> COC(=O)C[C@H]1CC[C@@H]2[C@@H](COc3ccc(NC(=O)c4cccc(OC)c4)cc3C(=O)N2C)O1
→ 1	3	-2	1.1	11	1[16.7 µM]	-1
> COc1ccc(-c2nc(CS(=O)(=O)CC(=O)NCc3cccc(Br)c3)c(C)o2)cc1
→ 2	4	8	-3.3	13	56	-5

Complete entries as entered above:
Shown for Cc1cc(NS(=O)(=O)c2ccc(NC(=S)NC(=O)c3ccc(C(C)(C)C)cc3)cc2)no1 = Casp6 inh: 8; ERAP1 inh: 2; SIRT5 block: 3; F508del corr: .; ERp5 inh: -2; miR122 inh: .; DENV2 CPE: -6
Shown for O=C(Cc1ccc(Cl)cc1)Nc1ccc2oc(=O)ccc2c1 = Casp6 inh: -2; ERAP1 inh: .; SIRT5 block: 2; F508del corr: 0.7; ERp5 inh: 0; miR122 inh: 6; DENV2 CPE: -1

Continued:
The line under a structure holds: Casp6 inh	ERAP1 inh	SIRT5 block	F508del corr	ERp5 inh	miR122 inh	DENV2 CPE
> O=C(Nc1ccc(F)cc1)N[C@H]1C=C[C@H](CC(=O)N2CCCCC2)O[C@H]1CO
→ 1	-3	7	3.4	-3	.	1
> O=C(Nc1cccs1)Nc1ccc(Br)cc1F
→ 4	-3	-1	-1.3	-1	2	-17
> COc1cccc2cc(C(=O)C3=C(O)C(=O)N(CCN4CCOCC4)C3c3cccc(Cl)c3)oc12 (configuration not stated)
→ -3	4	5	0.2	-17	-7	1
> CCOC(=O)C1CCCN(C(=O)COc2ccc(S(=O)(=O)N3CCOCC3)cc2)C1 (configuration not stated)
→ 2	1	-1	-0.3	-13	-6	6
> Cc1ccc(S(=O)(=O)N(C)C[C@H]2OCCCC[C@H](C)Oc3ccc(NS(=O)(=O)c4cccs4)cc3C(=O)N([C@H](C)CO)C[C@@H]2C)cc1
→ 1	-1	9	-2.7	3	-2[16.7 µM]	2
> COc1ccc(CC(=O)OCC(=O)N2CCCc3ccccc32)cc1
→ 4	0	3	0.1	0	4	-5
> Cc1ccc(S(=O)(=O)N(C)c2cc(S(N)(=O)=O)c(C)cc2C)cc1
→ 1	0	-2	5.3	-7	.	-9
> COc1ccc(CCc2nnc(CCC(=O)N(C)Cc3ccncc3C)o2)cc1
→ 3	-10	0	0.1	1	.	-3
> CCCNC(=O)C[C@H]1CC[C@@H]2[C@@H](COc3ccc(NC(=O)c4ccc(Cl)cc4)cc3C(=O)N2C)O1
→ 1	-2	-7	0.1	-8	1[16.7 µM]	-6
> COc1ccc(C(CNC(=O)CNC(=O)c2cccc(F)c2)N2CCOCC2)cc1 (configuration not stated)
→ 1	0	2	-2.9	-3	-1	-1
> CC1(C)CC2CC(C)(CN2C(=O)COC(=O)c2ccccc2C(F)(F)F)C1 (configuration not stated)
→ 6	2	5	6.3	4	-9	-4
> Cc1cccc2cc(C3CC(c4cccs4)=NN3S(C)(=O)=O)c(Cl)nc12 (configuration not stated)
→ -2	-1	1	5.3	-1	8	4
> Cc1cc(C)c(S(=O)(=O)N2CCOC2CNC(=O)C(=O)NCCCn2ccnc2)c(C)c1 (configuration not stated)
→ -53	-5	-4	0.6	5	.	-5
> COc1ccc(-c2csc(C(O)c3ccccc3)n2)cc1 (configuration not stated)
→ 2	9	-2	-0.1	1	-6	-3
> CN1c2ccc(-c3ccccc3)cc2[C@@H]2[C@@H](CCN2S(=O)(=O)c2ccccc2F)[C@H]1CO
→ 2	2	3	0.8	-3	-1[16.7 µM]	-7
> C[C@@H]1CN([C@@H](C)CO)C(=O)c2cc(NC(=O)Nc3cccc4ccccc34)ccc2O[C@@H](C)CCCCO[C@H]1CN(C)Cc1ccccc1
→ 0	-1	-10	-3.1	-1	0[16.7 µM]	-26
> COc1ccc(-c2nc(CSCC(=O)NC3CCCC3)c(C)o2)cc1OC
→ -3	-4	-2	2.0	-1	.	3
> COc1ccccc1NC(=O)c1ccc(-n2cncn2)nc1
→ -1	-1	3	-0.9	2	.	-5
> CCN(C(=O)COC(=O)c1cccnc1)c1cccc2ccccc12
→ 3	1	-5	-2.8	-6	.	3
> CC1C(=O)N(Cc2cn(CCC3OCCCO3)nn2)CCS(=O)(=O)N1Cc1ccc(-c2ccc(Cl)c(Cl)c2)cc1 (configuration not stated)
→ -1	2	-3	1.5	-2	-13	-4
> COc1ccc(-c2cccc(NS(=O)(=O)c3cccc([N+](=O)[O-])c3)c2)nn1
→ 2	2	-1	-2.6	-6	14	-1
> O=C(Cc1cn(-c2ccccc2)nc1-c1ccccc1)N1CCCCC1
→ -1	-5	-3	-0.6	5	.	0
> CN(C)C(=O)[C@H]1[C@H](CO)[C@H]2Cn3c(ccc(C4=CCCCC4)c3=O)[C@H]2N1CC1CC1
→ -1	0	-1	1.4	-3	3[16.7 µM]	13
> CCC(CC)NC(=O)C1CCN(c2ccc(S(=O)(=O)N3CCOCC3)cc2[N+](=O)[O-])CC1
→ -2	0	0	2.0	-13	-1	-5
> CCNC(=O)[C@H]1[C@H](CO)[C@H]2Cn3c(ccc(-c4ccccc4)c3=O)[C@H]2N1Cc1cccnc1
→ 4	0	-11	0.9	-9	-1[16.7 µM]	5
> COc1cc2nc(CN3CCN(S(=O)(=O)c4ccc(Br)cc4)CC3)[nH]c(=O)c2cc1OC
→ 3	-1	11	2.3	3	-6	4
> CCC1Nc2ncnc(N3CCCCC3)c2N(Cc2ccc(Br)cc2)C1=O (configuration not stated)
→ 3	-2	-1	-0.9	0	0	10
> Cc1cc(OCC(=O)OCC(=O)N2CCCc3ccccc32)ccc1Cl
→ -6	2	.	-1.2	-3	-4	7
> C[C@@H]1CN([C@@H](C)CO)C(=O)CCCn2cc(nn2)CO[C@@H]1CN(C)S(=O)(=O)c1ccccc1C#N
→ 1	1	-8	-3.3	-5	.	0
> C[C@@H]1CCC[C@H](C)N1Cc1nc(Cc2ccccc2Cl)no1
→ 0	-1	3	-3.6	-5	5	5
> O=S(=O)(c1ccccc1F)N1CCCCN2[C@@H](CO)[C@@H](c3ccc(-c4cncnc4)cc3)[C@@H]2C1
→ .	.	.	0.4	3	-5[16.7 µM]	.
> COc1ccc(C(=O)NCCSCc2cccc(Cl)c2)cc1OC
→ 1	0	-1	0.2	2	.	6
